TAG inh = inhibitors of triacylglycerol accumulation; H9c2 cells, Nile Red lipid (TAG) fluorescence; cells loaded with 200 µM oleic acid; inhibition, % at 12.5 µM; 0.66% of 230,000 active;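 active = pattern-corrected inhibition of lipid staining of at least 50% with the nuclear-stain viability signal not falling by more than 50%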;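 also: 0% = DMSO wells and 100% = triacsin C control wells; some results filed as inactive read as strong as hits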
TAG inh DAPI viability = second read-out of TAG inh, no call of its own (marks repeat the call); DAPI nuclei signal change (viability), lower = more cytotoxic, %;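 whole-well DAPI fluorescence read on a plate reader as a viability signal; minus 50 percent equals half of cells still viable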
The depositor's hits bear a star. This is a subset; count on the stated rates, not on these rows.

SMILES | TAG inh | TAG inh DAPI viability
Cc1cc(=O)n2nc(N3CCC(C(=O)NCc4cccnc4)CC3)sc2n1 | -5.2 | 9.1
CSCCC(NC(=O)COc1cccc2ccccc12)C(=O)O (centres undefined) | 8.9 | -3.7
COc1c(Br)cc(/C=N/n2c(-c3ccccc3)n[nH]c2=S)c(O)c1Br | -11.6 | 3.5
CC(C)C(=O)N[C@H]1CCC2C3CC=C4C[C@@H](O)CC[C@]4(C)C3CC[C@@]21C (some centres undefined) | -1.4 | 9.3
COc1ccccc1/C=C/C(=O)OCC(=O)c1c[nH]c2ccccc12 | 8.7 | -0.9
O=C(Cn1cnc2ccccc2c1=O)N1CCN(c2ccccc2)CC1 | 4.7 | 1.6
COc1ccc(CNc2ncnc3cc(OC)c(OC)cc23)cc1OC | -11.2 | -0.8
COC(=O)c1ccc(NC(=O)Nc2ccc(F)cc2F)cc1 | -9.0 | 9.3
O=C(C1=C[C@H](c2ccc(C(F)(F)F)cc2)C[C@H](OCc2ccc(CO)cc2)O1)N1CCOCC1 | 10.4 | -7.4
O=C(OCC(=O)N1CCOCC1)c1ccccc1SCC(=O)N1CCCC1 | -10.1 | 3.9
O=c1c(Cc2ccc(F)cc2)c(O)ccn1Cc1ccco1 | 24.6 | -14.2
Cc1ccc(S(=O)(=O)N2CCN(C(=O)COC(=O)C3(C)CC3(Cl)Cl)CC2)c(C)c1 (centres undefined) | 1.6 | -0.5
COc1ccc(NC(=O)c2cc(C3CCCCN3S(=O)(=O)c3cccs3)on2)c(C)c1 (centres undefined) | 20.9 | 0.0
COC(=O)c1cc2ccc(OC)cc2c2cc(OC)c(OC)cc12 | 48.4 | -9.5
Cc1nc(N)nc(N)c1-c1ccc(Cl)c(Cl)c1 | 13.3 | -14.1
O=S1(=O)CCO[C@H]2Cc3ccccc3[C@H]2N1Cc1cccc(F)c1 | -26.7 | 0.8
Cc1ccc(OCCC(=O)Nc2ccccc2C(=O)NC2CC2)cc1 | -16.1 | -8.5
CCC1c2ccc(C)n2CCN1C(=O)Nc1ccccc1C(=O)OC (centres undefined) | 0.2 | 1.1
O=C(O)CN(C1CCCCC1)S(=O)(=O)c1ccc(F)cc1 | -3.1 | 3.6
CCOC(=O)N1CCC(N2Cc3cccc(C(=O)NCc4ccc(C)cc4)c3C2=O)CC1 | 6.1 | -4.8
CNC(=O)NC(=O)C(C)OC(=O)c1ccc(Cl)c(S(=O)(=O)Nc2ccc(F)cc2)c1 (centres undefined) | -6.6 | 11.0
Clc1ccc(Cc2nnc(-c3ccccc3Br)o2)cc1 | 6.9 | 6.7
Cc1nc(Cl)c2oc3ccccc3c2n1 | 5.6 | -3.1
Cc1nn2c(N3CCCC3)cc(C(C)C)nc2c1-c1ccccc1 | 72.2* | 11.1*
C=CCC(CC=C)(NC(=O)c1ccccc1C)c1ccccc1 | 6.3 | -1.9
O=C(c1ccc2oc(CCCc3ccccc3)nc2c1)N1CCCCC1CO (centres undefined) | -23.9 | 3.4
O=C(Cn1nnc(-c2ccccc2)n1)NCc1ccc2c(c1)OCO2 | -11.4 | -6.8
Cc1cccc(C)c1NC(=O)COC(=O)CCc1c[nH]c2ccccc12 | 8.0 | -5.2
CCC(=O)NC1CCN(C(=S)NC)CC1 | 9.3 | -4.3
CCN(CC(=O)NCc1cccs1)C(=O)c1cc(S(=O)(=O)NCc2ccccc2)ccc1C | 14.9 | -9.9
CCOC(=O)C1=C(COC(=O)c2c(OC)cccc2OC)NC(=O)NC1C (centres undefined) | -14.8 | -8.7
CCCOc1ccc(N2C(=O)CC(N(Cc3ccco3)C(=O)CCC(=O)O)C2=O)cc1 (centres undefined) | 6.1 | -3.3
NCCCCCc1cn([C@@H](CCC(=O)O)C(=O)NCCCCCCCCCCC(=O)N2CCNCC2)nn1 | 13.4 | 2.5
Cc1cccc(-n2c(O)c(C=Nc3cc(O)ccc3C)c3ccccc3c2=O)n1 | 17.5 | -3.4
O=C(COc1ncnc2sccc12)NC1CCS(=O)(=O)C1 (centres undefined) | -13.3 | 11.8
[O-]/C(=C(\C(=S)Nc1ccccc1F)[n+]1ccccc1)c1ccc(OC(F)F)cc1 | 2.7 | -0.6
Cc1c(CCOC(=O)C2C3CC4CC(C3)CC2C4)sc[n+]1CC(=O)c1ccc(Br)cc1 (centres undefined) | -5.4 | -0.7
Cc1cc(C)nc(SCc2nnc(SCC(=O)O)n2-c2ccccc2)n1 | -5.0 | -10.4
CCOC(=O)c1cnc(-n2nc(C)cc2C)nc1NCc1ccc2c(c1)OCO2 | 8.0 | 10.9
O=C1CC(NS(=O)(=O)c2ccccc2F)CN1c1ccc2c(c1)OCCO2 (centres undefined) | -11.7 | -3.7
N#CC1=C(S)N(c2ccc(F)cc2)C2(CCCCC2)NC1=O | 2.2 | 3.8
O=C(NCc1ccc2c(c1)OCO2)Nc1ccc2nsnc2c1 | -40.6 | -15.6
O=C(Nc1cccc(C(=O)O)c1)/C(=C\c1ccccc1Cl)NC(=O)c1ccco1 | -6.1 | 4.9
CC(=O)c1ccc(NC(=O)c2ccc(-n3cncn3)c([N+](=O)[O-])c2)cc1 | -14.4 | -1.7
COc1ccc(S(=O)(=O)N2CCCCCC2)cc1C(=O)N(C)CC(=O)Nc1ccc(Cl)c(Cl)c1 | 5.4 | -2.9
O=C1CC(=O)N(CCNc2ncc(C(F)(F)F)cc2Cl)C(=O)N1 | 1.2 | -6.5
CCn1c(=O)n(CC(=O)N2CCN(c3ccccc3F)CC2)c(=O)c2ccccc21 | 17.4 | -14.1
O=C(c1ccccc1)C1CCN(C(=O)Nc2ccccc2)CC1 | 9.6 | -2.3
CCN1C(=O)[C@H]2[C@@H](c3ccc(C)cc3)N[C@]3(CCCN(CC4CCCCC4)C3=O)[C@H]2C1=O | -6.8 | 13.3
CCN(CC)C1=C(Cl)C(=O)C(Cl)C12OCCO2 (centres undefined) | -6.8 | 0.4
COc1ccc(COC(=O)CCc2c[nH]c3ccccc23)cc1F | -1.5 | -10.4
CCCNC(=O)C1(C)CCCN(C(=O)C(c2ccccc2)c2ccccc2)C1 (centres undefined) | 0.6 | 2.4
COc1ccc(Br)cc1/C=N/NC(=O)CNC(=O)c1cccnc1 | 0.2 | -7.3
COc1cc(OC)cc(C(=O)N[C@H](C(=O)Nc2ccccc2N2CCOCC2)C(C)C)c1 | 21.0 | 0.4
COC(=O)c1ccc(CSc2nc3ccccc3[nH]2)o1 | -22.5 | 4.8
Fc1ccc(-c2nnc(Cc3ccc(Cl)cc3)o2)cc1 | -5.7 | 8.9
Cc1n[nH]c(=O)c2c(NC(=O)CSc3nnnn3-c3ccc(O)cc3)oc(C)c12 | 6.0 | 7.7
O=C(Nc1ccccc1F)C(=O)c1cn(CC(=O)N2CCCCC2)c2ccccc12 | 1.0 | -2.9
CN(C)CC/C=C1/c2ccccc2Sc2c(O)cc(Cl)cc21 | 20.2 | -11.3
O=C(Nc1ccc(Cl)c(C(F)(F)F)c1)C1Cc2c(-c3ccccc3)ccnc2O1 (centres undefined) | -19.3 | -0.2

Next section:
SMILES | TAG inh | TAG inh DAPI viability
CC(Oc1ccc(F)cc1)C(=O)Nc1cc(S(=O)(=O)N2CCCCC2)ccc1N1CCN(C)CC1 (centres undefined) | 8.7 | -0.1
N#Cc1cccc(NC(=O)COC(=O)C2CCC2)c1 | 2.0 | 4.3
COc1ccc(Nc2oc(-c3ccc(Cl)cc3)nc2C#N)cc1 | 54.4* | 4.9*
CC(=O)C1(C)CCC2C3C=C(C)C4=CC(=O)CCC4(C)C3CCC21C (centres undefined) | -5.8 | 4.4
CC1(C#N)c2ccccc2C(Br)=CN1C(=O)c1ccccc1 (centres undefined) | -13.9 | -8.6
C/C=C\C=C/C(=O)Nc1cccc(C2=NOC3(C2)C[C@H](C(N)=O)N(C(=O)c2ccc(OC)cc2)C3)c1 (some centres undefined) | 1.5 | 0.5
CCOC(=O)C1=C(CC)Nc2ccccc2N/C1=N\S(=O)(=O)c1ccccc1OC | 2.7 | -5.3
CCN(C(=O)CSc1n[nH]c(-c2cc(Cl)ccc2OC)n1)C1CCS(=O)(=O)C1 (centres undefined) | 19.6 | -1.2
COc1ccc(NC(=O)Nc2c(O)ccc3ccccc23)cc1 | 12.3 | -16.3
Cc1ccccc1-c1nnc(-c2cccc3ccccc23)o1 | -13.6 | 9.4
O=C(NCCc1ccccn1)c1ccc(S(=O)(=O)N2CCCCCC2)cc1 | 10.1 | -17.3
Cn1nnnc1SCC(=O)N1CCCc2ccccc21 | -13.2 | 3.1

Single records (already shown). Screens in order: TAG inh, TAG inh DAPI viability
CC(=O)C1(C)CCC2C3C=C(C)C4=CC(=O)CCC4(C)C3CCC21C (centres undefined) reads -5.8, 4.4
N#Cc1cccc(NC(=O)COC(=O)C2CCC2)c1 reads 2.0, 4.3
C/C=C\C=C/C(=O)Nc1cccc(C2=NOC3(C2)C[C@H](C(N)=O)N(C(=O)c2ccc(OC)cc2)C3)c1 (some centres undefined) reads 1.5, 0.5
Cn1nnnc1SCC(=O)N1CCCc2ccccc21 reads -13.2, 3.1
O=C(NCCc1ccccn1)c1ccc(S(=O)(=O)N2CCCCCC2)cc1 reads 10.1, -17.3

Later entries
SMILES | TAG inh | TAG inh DAPI viability
O=C1C=C(O)CC(c2ccco2)C1 (centres undefined) | -22.3 | 10.7
COc1ccccc1CCNS(=O)(=O)CCNC(=O)c1ccccc1 | 0.0 | 4.8
COc1ccc(C(=O)Nc2ccc(Cn3ccnc3)cc2)cc1OC | 6.3 | -10.9
Nc1ncc([N+](=O)[O-])c(Oc2ccccc2F)n1 | -7.2 | 7.7
Cc1c(NC(=O)CSc2ncccn2)c(=O)n(-c2ccccc2)n1C | 8.1 | -12.2
OC(c1ccc(Cl)cc1)c1ncc(-c2cccc(F)c2)[nH]1 (centres undefined) | -31.2 | 27.9
NCCCN1CCOCC1 | -26.1 | -8.6
O=C(Nc1nnc(C2CC2)s1)C1CCCCC1 | 4.0 | 10.5
Cc1cnc(C(=O)OCC(=O)Nc2ncc(Cl)cc2Cl)cn1 | 1.2 | -6.9
CC(=O)Nc1ccc(NC(=O)c2cc(-c3ccc(F)cc3C)n[nH]2)cc1 | -15.9 | 3.2
O=C(NC1CCCCC1)c1cccc(NC(=O)c2ccccc2Cl)c1 | 5.3 | 3.6
CC1CCCN(C(C(=O)Nc2ccc3c(c2)OCCO3)c2ccccc2)C1 (centres undefined) | -13.0 | -0.9
COc1ccccc1N1CCN(C(=O)C(Sc2ccccc2)c2ccccc2)CC1 (centres undefined) | 10.9 | -7.2
O=C(COc1ccccc1-c1ccccc1)NNC(=O)NC1CCCCC1 | 3.9 | -3.3
COc1ccc(/C(C)=N/NC(=O)c2sccc2-n2cccc2)cc1 | -12.4 | -4.2
COc1ccc(C(C)(C)C)cc1NC(=O)c1ccc2c(c1)SC1=NS(=O)(=O)CCN12 | -3.0 | -8.8
C=C(C)Cn1c(-c2cccc([N+](=O)[O-])c2)n[nH]c1=S | 17.3 | -7.4
COc1cc(C(=O)NNC(=O)CSc2nnc3ccccn23)cc(OC)c1OC | 9.5 | -9.7
O=C(Nc1cccnc1)c1ccc(Cl)c([N+](=O)[O-])c1 | 10.6 | -5.4
CCSC(=Nc1ccccc1)C1=C(O)COC1=O | 4.3 | 2.0
Cc1ccc(Cl)cc1NC(=O)CN1CCOCC1 | 5.1 | -3.6
O=C(C1CC(=O)N(c2ccc3c(c2)OCCO3)C1)N1CCN(Cc2ccccc2F)CC1 (centres undefined) | -15.0 | 0.4
CCN(CC)c1ncnc2ccc(Br)cc12 | -7.5 | 24.1
CCn1cnc2cc(NCc3cccs3)ccc21 | 9.7 | 5.1
COc1cccc(OC)c1C(=O)Nc1cccc(-c2ccc(N3CCOCC3)nn2)c1 | -6.1 | 3.5
C[C@@H]1CN([C@@H](C)CO)C(=O)c2cc(C#Cc3ccccc3)cnc2O[C@H]1CN(C)C(=O)c1ccccc1F | 10.6 | -0.6
CC1Sc2ccc(C(=O)NCc3ccccc3Cl)cc2NC1=O (centres undefined) | 21.2 | -7.5
c1ccc(CCSc2nccn2-c2ccccc2)cc1 | -16.4 | 3.9
COc1ccc(OCCC(=O)c2ccc(OC)cc2)cc1 | 9.0 | -2.9
COc1ccc(NC(=O)c2cc(-c3ccco3)nc3ccccc23)cc1 | -7.6 | 1.2
CC(C)CC#Cc1ccc2c(c1)O[C@H](CN(C)C(=O)Nc1ccccc1)[C@@H](C)CN([C@H](C)CO)S2(=O)=O | 7.7 | -4.8
COc1ccc(CNc2cc(NCCCO)c([N+](=O)[O-])c3nonc23)cc1 | -10.8 | 12.4
Cc1ccccc1C(=O)Nc1ccccn1 | -6.8 | -2.2
O=C(COc1ccccc1)N1CCN(C(=O)Cc2ccccc2)CC1 | 15.5 | -13.3
CC(=O)Nc1nc(CCN2C(=O)c3ccccc3C2=O)cs1 | -11.0 | 3.3
Cc1ccc(/C=N/NC(=O)NC23CC4CC(CC(C4)C2)C3)o1 | 3.2 | -0.9

A portion of the results above, as a working copy:
SMILES | TAG inh | TAG inh DAPI viability
Cc1ccccc1C(=O)Nc1ccccn1 | -6.8 | -2.2
O=C(COc1ccccc1)N1CCN(C(=O)Cc2ccccc2)CC1 | 15.5 | -13.3
CC(=O)Nc1nc(CCN2C(=O)c3ccccc3C2=O)cs1 | -11.0 | 3.3

Next records follow:
SMILES | TAG inh | TAG inh DAPI viability
Brc1ccc(-c2csc(N3CCc4ccccc4C3)n2)cc1 | -5.5 | -7.9
CCOC(=O)c1cnc2ccc(C)cc2c1Nc1ccc(N2CCOCC2)cc1 | 7.7 | 4.1
COc1ccccc1NC(=O)CN1C(=O)CSC(C)C1=O (centres undefined) | -2.5 | -10.6
CCOc1ccccc1N(CC(=O)NC1CCCCC1)C(=O)CCCC(=O)Nc1ccccn1 | -3.9 | 7.1
C/C(=N\NS(=O)(=O)c1ccccc1)c1ccc2c(c1)OCO2 | 3.6 | 13.6
COc1cccc(C2CC(c3cccs3)=NN2C(=O)CSc2nc3c(cnn3-c3ccc(F)cc3)c(=O)[nH]2)c1OC (centres undefined) | 20.1 | 6.2
COc1cc(/C(O)=C(\C#N)c2nc3ccccc3[nH]2)cc(OC)c1OC | 1.4 | 5.3
